# AmpC no deterg – blocks E. coli AmpC beta-lactamase in detergent-free assay | P00811 | AmpC nitrocefin hydrolysis, absorbance 480 nm, 0.0001% Triton | Potency, µM (highest dose often 57.1 µM), inactives show at the highest dose activity change, negative = inhibition, actives largely listed as inhibitors | 330,000 tested, 0.52% active | AID 485341;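 further: potency means the concentration at half of the fitted maximal effect; plate controls were no compound for no effect and no enzyme for full effect; nearly all actives have a fitted effect of over 20% in size; some results filed as inactive show a strong effect at the top dose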
# Target sequence (P00811 whole entry, looked up): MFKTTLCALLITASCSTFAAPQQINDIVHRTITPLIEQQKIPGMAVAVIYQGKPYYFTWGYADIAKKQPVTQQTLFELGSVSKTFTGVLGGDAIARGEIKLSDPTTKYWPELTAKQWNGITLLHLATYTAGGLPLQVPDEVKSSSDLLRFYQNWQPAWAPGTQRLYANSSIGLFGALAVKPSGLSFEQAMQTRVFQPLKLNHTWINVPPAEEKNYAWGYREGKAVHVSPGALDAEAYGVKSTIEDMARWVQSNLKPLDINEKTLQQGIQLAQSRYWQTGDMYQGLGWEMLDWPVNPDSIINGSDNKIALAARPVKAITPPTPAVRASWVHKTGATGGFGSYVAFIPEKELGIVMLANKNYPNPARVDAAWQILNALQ
#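 20 mM phosphate pH 7.0 + 0.01% (detergent screen) or 0.0001% Triton X-100; 5.3 nM AmpC reagent; cpd preinc 15 min RT; nitrocefin (800 uM stock) to start; A480 q20 s × 4 min; Activity was normalised to no-enzyme and no-compound control wells.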
# AmpC detergent – inhibitors of E. coli AmpC beta-lactamase with detergent; P00811; AmpC hydrolysis of nitrocefin, absorbance 480 nm, 0.01% Triton; Potency, µM (titrated, usually from 114 µM), without a hit: top-dose activity change, negative = inhibition, usual class: inhibitors; 370,000 tested, 0.041% active;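 further: potency means the concentration at half of the fitted maximal effect; 0% = no-compound wells and -100% = no-enzyme wells; nearly all actives have a fitted effect of over 25% in size; some results filed as inactive show a strong effect at the top dose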
#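 AmpC (5.3 nM in the dispensed reagent) in 20 mM phosphate pH 7.0 with 0.01% (detergent screen) or 0.0001% Triton X-100 was preincubated with compounds for 15 min at room temperature. Nitrocefin was then added from an 800 uM solution, and hydrolysis was followed at 480 nm.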
# Sm TGR block – blocks Schistosoma mansoni thioredoxin glutathione reductase; AID 485364; purified TGR, DTNB reduction, TNB absorbance 405 nm; Q962Y6; Potency, µM (top dose mostly 114 µM), without a hit: at the highest dose activity change, negative = inhibition, actives largely listed as inhibitors; 360,000 tested, 3% active; further: potency means the concentration at half of the fitted maximal effect; nearly all actives have a fitted effect of over 60% in size
#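 Kinetic colorimetric format: TGR-catalysed, NADPH-driven DTNB reduction monitored via TNB absorbance. Enzyme dispensed at 20 nM; compound exposure 15 min at room temperature before reaction start.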
# AMA1-RON2 inh – AMA1-RON2 (P. falciparum) interaction inhibition | AID 720542 | 360,000 tested, 0.2% active | AlphaScreen AMA1-biotinylated RON2 peptide binding | Potency, µM (series often up to 58.2 µM), for the others: at the top dose activity change, negative = inhibition, usual class: inhibitors;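 further: potency means the concentration at half of the fitted maximal effect; 0% = vehicle wells and -100% = peptide control; nearly all actives have a fitted effect of over 45% in size; some results filed as inactive show a strong effect at the top dose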
#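 AMA1 (3D7) with his tag at 25 nM final met compounds first, then biotinylated RON2 peptide at 25 nM; detection used donor plus acceptor beads, 10 µg/mL apiece, read by AlphaScreen after 30 min at room temperature.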
# FBPA Giardia inh – blocks Giardia fructose-bisphosphate aldolase activity | A8B2U2 | purified Giardia FBPA | Potency, µM (series often up to 59.6 µM), for the others: at the top dose activity, negative = inhibition, hits mostly inhibitors | 290,000 tested, 0.71% active | AID 2451; further: potency means the concentration at half of the fitted maximal effect; nearly all actives have a fitted effect of over 55% in size
# Target sequence (A8B2U2 whole entry, looked up): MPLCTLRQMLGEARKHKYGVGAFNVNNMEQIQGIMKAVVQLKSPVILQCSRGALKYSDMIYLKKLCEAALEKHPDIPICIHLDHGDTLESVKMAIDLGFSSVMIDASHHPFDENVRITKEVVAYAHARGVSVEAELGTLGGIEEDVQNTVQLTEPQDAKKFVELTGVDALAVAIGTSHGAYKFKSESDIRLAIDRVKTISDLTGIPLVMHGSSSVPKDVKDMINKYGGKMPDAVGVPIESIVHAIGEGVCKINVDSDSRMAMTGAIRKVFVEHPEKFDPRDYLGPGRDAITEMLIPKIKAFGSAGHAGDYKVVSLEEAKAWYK
#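 Giardia FBPA (40 nM reagent) was preincubated 10 min at RT with compound (up to 57.5 uM final), then substrate plus GAPDH/TPI/NAD/arsenate coupling system with diaphorase/resazurin was added; resorufin fluorescence (525/598 nm) was read after 20 min.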
# HCMV antiviral – human cytomegalovirus inhibition | HFF cells, HCMV-luciferase reporter, 72 h; active compounds read low | activity change, negative = inhibition, % at 57.5 µM | 410,000 tested, 4.5% active | AID 1259415; in the data active means activity change below about -60%; inconclusive means no clear call, values can overlap the other calls; inactive means above about -39%
#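 Cell-based, HFFs, 1000 cells/well, 16 h 37C; cpds in DMSO + HCMV-luc, MOI 1 PFU/cell; 72 h 37C; OneGlo luminescence after 5 min RT; norm. to buffer vs Salinomycin 10uM.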
# An asterisk follows results filed as active; ? = inconclusive; · = not tested or not shown; & = joins results of further samples; [ ] = remark or other dose. Unless noted, the call rests on the fitted dose curve; in most records, active means well fitted curve in the direction sought with a large enough effect; inconclusive means small, poorly fitted or top-dose-only effect, or another doubt; inactive means no such curve, though single readings can be large; an effect the other way counts as inactive or inconclusive. Unless noted, on the % scale 0 is the no-effect control and ±100 the full control effect.
SMILES,AmpC no deterg,AmpC detergent,Sm TGR block,AMA1-RON2 inh,FBPA Giardia inh,HCMV antiviral
CC1CCCN(Cc2nc3c(c(=O)n(C)c(=O)n3C)n2CC(=O)c2ccccc2)C1 (stereo not drawn),123%[activator],?,0%,-7%,12%,-15
Cc1ccc(/C=N/NS(=O)(=O)c2ccc([N+](=O)[O-])cc2)o1,-17%,1%,-32%,53%[activator],-9%,-33
Cc1ccc(N(CC(=O)NC2CCCCCC2)S(=O)(=O)c2c(C)nn(C)c2C)cc1,41%,?,-23%,20%,10%,-27
COC(=O)c1ccc(CSc2nncn2C)cc1,-12%,-14%,3%,-7%,-1%,74
CN(C)CCCNCC(=O)Nc1ccc(Cl)cc1C(=O)c1ccccc1,0%,-3%,2%,-14%,?,-4
CCCCn1c(N)c(N(CC(C)C)C(=O)c2ccc(F)c(S(=O)(=O)N3CCOCC3)c2)c(=O)[nH]c1=O,-10%,-9%,-2%,0%,·,-28
Cc1ccc2c(c1)c1c(n2CC(O)Cn2ccnc2C)C(=O)CCC1 (stereo not drawn),29%,?,-5%,-9%,-9%,?
COc1ccc(N2CCN(C3CC(=O)NC3=O)CC2)cc1 (stereo not drawn),-18%,?,-1%,26%,-8%,65
CCC(C)Nc1nc2c(c(=O)n(C)c(=O)n2C)n1Cc1ccc(Cl)cc1 (stereo not drawn),32%,4%,0%,9%,0%,66
COc1ccc2[nH]c3nc(SCC(=O)Nc4cccc(NC(C)=O)c4)nnc3c2c1,4%,?,7%,6%,-20%,44
C=CCNC(=O)CC12CC3CC(C1)CC(CC(=O)NCC=C)(C3)C2,-4%,2%,5%,-2%,-3%,4
CCOC(=O)C1CCCN(C(=O)c2ccc(C)c(NC(=O)c3nsc4ccccc34)c2)C1 (stereo not drawn),·,-10%,4%,·,·,11
N#Cc1ccccc1COC(=O)c1ccc2c(c1)OCCO2,-24%,-15%,9%,3%,·,-25
COc1ccc(CN2C(=O)NC3(CCOc4ccccc43)C2=O)cc1F (stereo not drawn),-17%,-2%,2%,17%[2.32 µM],5%,6
CN(C(=O)COC(=O)c1ccc(S(=O)(=O)N2CCOCC2)cc1)C1CCCCC1,30%,-3%,7%,-5%,6%,?
O=C(COc1ccc(Cl)cc1Cl)N/N=C1\CCCc2ccccc21,-23%,-12%,9%,16%,5%,-28
CC(NC(=O)CCC(=O)NCc1ccc(F)cc1)c1ccccc1 (stereo not drawn),3%,-8%,-10%,-1%,7%,26
COC(=O)[C@H](Cc1ccccc1)NC(=O)O[C@H]1C(=O)c2ccc(OC)cc2O[C@@H]1c1ccc2c(c1)OCO2,?,-12%,-12%,-11%,-2%&-5%,·
Cc1n[nH]c(C)c1CCN(C)Cc1cn(C)nc1-c1ccc2c(c1)OCCO2,-12%,-2%,?,-1%,1%,16
O=C(NCc1cccs1)C1CCCN(c2nc3ccccc3o2)C1 (stereo not drawn),27%,-12%,1%,8%,3%,15
CCCN1CCN(C(=O)Cn2cccc2C(=O)c2ccccc2)CC1,-13%,-15%,-8%,0%,0%,-4
Cc1c(NC(=O)COC(=O)c2cc3c4ccccc4n(C)c3s2)c(=O)n(-c2ccccc2)n1C,9%,-5%,1%,-9%,-6%,44
Cc1ccccc1NC(=O)NCCCN1CCCC1=O,-15%,?,1%,-8%,1%,-11
CCn1c(COc2ccc(Cl)cc2)nnc1SCC(=O)Nc1ccc2c(c1)OCCO2,-4%,?,-8%,0%,-21%,-6
CCCCOc1ccc(C(=O)Nc2cccc(-c3nc4ccccc4o3)c2C)cc1,·,-2%,12%,·,·,-18
O=C1C(=O)N(CCCn2ccnc2)C(c2ccc(Cl)cc2)/C1=C(\O)c1ccc2c(c1)OCCO2 (stereo not drawn),-4%,5%,-3%,9%,·,-17
CCOC(=O)C1CCN(c2ncnc3c2c(-c2ccccc2)cn3-c2ccc(Cl)cc2)CC1,·,-5%,-2%,·,·,-2
O=S1(=O)CCC(N=Nc2c(O)n(Cc3ccccc3)c3ccccc23)C1 (stereo not drawn),20%,5%,-22%,-14%,-6%,-29
Cc1noc(C)c1COC(=O)c1ccccc1NC(=O)Cc1ccccc1,8%,-11%,4%,26%,21%,68
CCN(CC)S(=O)(=O)c1ccc(N2CCOCC2)c(NC(=O)Cc2ccccc2F)c1,29%,-6%,-1%,12%,0%,21
O=C1C(Cl)=C(N2CCCCC2)C(=O)N1c1ccccc1,-17%,10%,2%,63%[activator],7%,22
O=C(Cc1csc(NC(=O)Nc2ccc(Cl)cc2)n1)NCc1cccnc1,-25%,-13%,-1%,3%,·,-16
O=C(c1cc2ccccc2oc1=O)N1CCN(c2ccc(Cl)cc2)CC1,·,21%,1%,·,·,-2
CC(C)CN(C(=O)CN(C)CC(=O)Nc1ccc(Cl)c(C(F)(F)F)c1)c1c(N)n(CC(C)C)c(=O)[nH]c1=O,14%,·,·,28%,·,-26
CC1=NNC(=O)C1CCC(=O)N/N=C\c1ccc(Cl)c(Cl)c1 (stereo not drawn),-31%,-2%,3%,5%,2%,?
CCOC(=O)CSc1nc2c(sc(=S)n2-c2ccccc2OC)c(=O)n1-c1ccccc1OC,55%,0%,0%,-5%,-5%,-25
CCc1ccccc1NC(=S)N(CCN1CCCCCC1)Cc1ccco1,0%,?,-13%,6%,-3%,30
CC(C)Nc1nnc(SCC(=O)Nc2sccc2C#N)s1,-29%,-2%,-6%,-4%,·,-9
CCOC(=O)Nc1ccc2c(c1)N(C(=O)CCN1CCN(C)CC1)c1ccccc1S2,230%[activator],5%,9%,-13%,·,35
O=C(Nc1ccc(Cl)cc1)Nc1ccc(Oc2cccnc2)nc1,-27%,9%,7%,4%,-3%,?
COc1ccc(-n2c(C)ccc2C)c([N+](=O)[O-])c1,-16%,-5%,?,-5%,-6%,-16
CCN(C[C@H]1N[C@@](C)(C(=O)OC)[C@H]2C(=O)N(C)C(=O)[C@@H]12)C(=O)Nc1ccc(Cl)cc1,-2%,·,·,6%,·,1
COC(=O)c1ccc(NC(=S)NC2CC2)cc1,-11%,4%,16µM*,-13%,2%,25
CCOC(=O)C1(CCc2ccccc2)CCN(Cc2ccc(O)cc2)CC1,13%,3%,32%,8%,0%,-3
CC(=O)Nc1ccc(NC2CCCCC2NS(=O)(=O)c2ccccc2)cc1 (stereo not drawn),-7%,1%,-3%,-6%,·,23
Cc1cccc(NC(=O)c2cccc(S(=O)(=O)N3CCCCC3)c2)c1,-39%,-7%,-1%,-13%,8%,-28
Cc1ccc(OCC(=O)NCCCNC(=O)c2ccccn2)cc1C,2%,-1%,1%,87%[activator],-5%,-13
S=c1nc[nH]c2c1cnn2Cc1ccccc1,-28%,-15%,-23%,88%[activator],-14%,-11
CC(Sc1nncn1C)C(=O)Nc1nnc(C(C)C)s1 (stereo not drawn),-9%,?,1%,24%,0%,5
CCc1ccccc1NS(=O)(=O)c1ccc2[nH]cc(C(=O)NCC3CCCO3)c(=O)c2c1 (stereo not drawn),-13%,-8%,-4%,-2%,-3%,26
CCn1cc(C(=O)Nc2sc(C)c(C)c2C(=O)OC)cn1,-16%,-8%,-1%,16%,-5%,110
C=CCN1CCN(C(=O)CCCc2ccccc2)CC1,-2%,?,-19%,-2%,15%,-35
C[C@H]1COC(=O)[C@@H](Cc2ccc(F)cc2)C/C=C\C[C@H](CC(=O)N(CCO)Cc2ccccc2)C(=O)N1,262%[activator],·,·,-3%,·,-34
COc1ccccc1Nc1nc2ccccc2n1C,-29%,-5%,0%,-2%,0%,6
O=C(COC(=O)c1cncc(Br)c1)Nc1ccc(F)c(F)c1F,-19%,-1%,-3%,-5%,·,25
COc1ccccc1CNC(=O)COC(=O)c1ccc(NC(N)=O)cc1,-43%,-11%,-3%,25%,2%,-6
CCn1c(COc2ccc(Cl)cc2Cl)nc2ccccc21,·,0%,-4%,·,·,45
O=C(Nc1cc(C(F)(F)F)ccc1-n1cncn1)c1cn2ccccc2n1,-15%,·,·,68%[activator],·,5
Cc1ccccc1-c1noc(CSc2nnc(Cc3ccccc3)n2-c2ccc(F)cc2)n1,·,4%,8%,·,·,12
CN(C)c1ccc(C2Nc3ccccc3C(=O)N2CCN2CCNC2=O)cc1 (stereo not drawn),35%,-3%,-28%,-5%,-12%,-23

# Only Sm TGR block, HCMV antiviral and AmpC no deterg, for two of the compounds above:
SMILES	Sm TGR block	HCMV antiviral	AmpC no deterg
CCc1ccccc1NS(=O)(=O)c1ccc2[nH]cc(C(=O)NCC3CCCO3)c(=O)c2c1 (stereo not drawn)	-4%	26	-13%
CCOC(=O)C1(CCc2ccccc2)CCN(Cc2ccc(O)cc2)CC1	32%	-3	13%

# (next part)
SMILES,AmpC no deterg,AmpC detergent,Sm TGR block,AMA1-RON2 inh,FBPA Giardia inh,HCMV antiviral
O=C(OCC(=O)N(C1CCCCC1)C1CCCCC1)c1ccc(O)cc1,-17%,-8%,0%,0%,14%,-16
N#CCCOC1(C#CCN2CCCC2)CCCCC1,45%,?,-31%,26%,-14%,75
CCCCCCNC(=O)c1ncn[nH]1,-19%,-1%,5%,-20%,-21%,63
COC(=O)c1ccc2c(=O)n(CC3CCCO3)c(SCC(=O)Nc3ccccc3Cl)nc2c1 (stereo not drawn),-3%,-1%,2%,-18%,2%,20

# By substructure, the compounds so far with an aryl thioether with sulfur outside any ring.
SMILES,AmpC no deterg,AmpC detergent,Sm TGR block,AMA1-RON2 inh,FBPA Giardia inh,HCMV antiviral
COC(=O)c1ccc(CSc2nncn2C)cc1,-12%,-14%,3%,-7%,-1%,74
COc1ccc2[nH]c3nc(SCC(=O)Nc4cccc(NC(C)=O)c4)nnc3c2c1,4%,?,7%,6%,-20%,44
CCn1c(COc2ccc(Cl)cc2)nnc1SCC(=O)Nc1ccc2c(c1)OCCO2,-4%,?,-8%,0%,-21%,-6
CCOC(=O)CSc1nc2c(sc(=S)n2-c2ccccc2OC)c(=O)n1-c1ccccc1OC,55%,0%,0%,-5%,-5%,-25
CC(C)Nc1nnc(SCC(=O)Nc2sccc2C#N)s1,-29%,-2%,-6%,-4%,·,-9
CC(Sc1nncn1C)C(=O)Nc1nnc(C(C)C)s1 (stereo not drawn),-9%,?,1%,24%,0%,5
Cc1ccccc1-c1noc(CSc2nnc(Cc3ccccc3)n2-c2ccc(F)cc2)n1,·,4%,8%,·,·,12
COC(=O)c1ccc2c(=O)n(CC3CCCO3)c(SCC(=O)Nc3ccccc3Cl)nc2c1 (stereo not drawn),-3%,-1%,2%,-18%,2%,20
